Screens from PubChem BioAssay.
D1 agonist – human D1 receptor agonism. HEK293 T-REx D1 cells, calcium flux, agonist mode. 1% of 360,000 active. activation, % at 2 µM. P21728; in the data active = activation above about 30%; also: 0% is about no effect
Target sequence (P21728 whole entry, looked up): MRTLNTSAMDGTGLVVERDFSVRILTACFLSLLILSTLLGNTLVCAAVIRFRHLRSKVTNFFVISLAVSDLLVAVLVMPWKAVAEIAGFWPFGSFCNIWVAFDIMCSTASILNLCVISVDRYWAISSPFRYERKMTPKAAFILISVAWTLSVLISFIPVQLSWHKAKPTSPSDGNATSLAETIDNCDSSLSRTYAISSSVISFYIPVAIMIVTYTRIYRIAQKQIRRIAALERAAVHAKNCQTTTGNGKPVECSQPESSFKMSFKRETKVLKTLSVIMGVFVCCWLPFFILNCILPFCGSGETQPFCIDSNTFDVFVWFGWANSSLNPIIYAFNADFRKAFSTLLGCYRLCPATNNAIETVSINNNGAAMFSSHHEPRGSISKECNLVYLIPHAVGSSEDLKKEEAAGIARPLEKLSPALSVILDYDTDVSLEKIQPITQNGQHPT
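Tetracycline-induced HEK293 TREx D1 cells, force-coupled to calcium signalling, were dye-loaded with a no-wash calcium kit. Compound was pin-added after a 10 s baseline. Fluorescence was read kinetically at 1 cycle/s for 180 s, with calcium rises flagged as agonism.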
Glioma ERSR ind – ER stress response induction in glioma; U87-MG GRP78 promoter luciferase reporter, 16 h; Potency, µM, for the others: top-dose activation, usual class: activators; 0.02% of 420,000 active; AID 602332; also: potency is read from the fitted curve at half-maximal effect; series mostly up to about 76 µM; % of control where 0% means no effect; nearly all actives have a fitted effect of over 35% in size
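Stably transfected U87-MG glioma cells carrying a GRP78-based luciferase sensor; 16 h compound incubation. Luminescence end-point read 10 min after Bright-Glo addition at room temperature.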
D2 potentiator – positively modulates the human D2 dopamine receptor allosterically. P14416. HEK293 T-REx D2, calcium flux, EC20 dopamine potentiation. potentiation, % at 10 µM. 0.34% of 340,000 active. AID 485347;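 active = potentiation over 3 SD above the plate norm, cut at about 30% in these data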; also: 0% is about no effect
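Cells plated with tetracycline inducer and held overnight at 30 C; calcium dye loaded 30–90 min at room temperature; baseline taken, compound added and read 180 s; EC20 dopamine then added and read 180 s.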
Vif-A3G inh – Vif-A3G binding inhibition; HeLa A3G-eYFP + Vif (tagged APOBEC3G with the HIV-1 protein that degrades it), YFP fluorescence, overnight; 0.076% of 410,000 active; Q9HC16; Potency, µM (doses to about 46.1 µM), for the others: top-dose activity, negative = active, hits mostly inhibitors;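 also: potency is read from the fitted curve at half-maximal effect; % is scaled to controls: 0 for no effect and ±100 for the full control effect; nearly all actives have a fitted effect of over 60% in size; hits raise eYFP signal because A3G escapes Vif-driven loss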
Target sequence (Q9HC16 whole entry, looked up): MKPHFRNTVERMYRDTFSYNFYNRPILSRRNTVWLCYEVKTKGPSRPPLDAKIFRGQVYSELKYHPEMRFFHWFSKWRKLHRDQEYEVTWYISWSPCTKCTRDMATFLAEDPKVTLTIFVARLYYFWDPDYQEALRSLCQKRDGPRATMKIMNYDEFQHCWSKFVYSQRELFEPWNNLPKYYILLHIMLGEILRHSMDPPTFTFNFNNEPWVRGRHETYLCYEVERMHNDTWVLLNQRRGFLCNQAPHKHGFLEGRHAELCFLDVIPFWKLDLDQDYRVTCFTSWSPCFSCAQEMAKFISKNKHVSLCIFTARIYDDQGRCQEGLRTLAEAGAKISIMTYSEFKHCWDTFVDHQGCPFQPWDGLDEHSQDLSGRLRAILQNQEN
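HeLa cells stably expressing Vif and C-terminally eYFP-tagged A3G, seeded overnight at 37 deg C, then exposed to compound by pintool overnight at 37 deg C. Rise in yellow fluorescence (Ex 488/Em 500-530, Acumen) marks blocked Vif-driven A3G degradation.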
D1 potentiator – potentiators of human D1 dopamine receptor | P21728 | HEK293 TREx D1 cells, calcium flux, dopamine EC20 potentiation | potentiation, % at 10 µM | 0.036% of 360,000 active | AID 504651; in the data active = potentiation above about 30%; also: 0% is about no effect
D1 antagonist – blocks dopamine activation of the human D1 receptor | 3.2% of 360,000 active | activity change, negative = inhibition, % at 10 µM | HEK293 TREx D1 cells, calcium flux, dopamine EC80; hits give low values | P21728; in the data active = activity change below about -30%; also: % is scaled to controls: 0 for no effect and ±100 for the full control effect
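Compound effects on dopamine-evoked calcium signalling were measured in tetracycline-induced HEK293 Trex D1 cells. Dopamine at EC80 followed a 180 s compound pre-read, and fluorescence was tracked kinetically for 180 s more.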
Vif-APOBEC3F blk – inhibitors of Vif-A3F interaction | HeLa A3F-eYFP + Vif (tagged APOBEC3F with the HIV-1 protein that degrades it), YFP fluorescence increase | Potency, µM (series often up to 46.1 µM), for inactives: top-dose activity, negative = active | 0.2% of 390,000 active; also: potency is read from the fitted curve at half-maximal effect; % of control where 0% means no effect; nearly all actives have a fitted effect of over 65% in size
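HeLa cells stably expressing Vif plus C-terminally eYFP-tagged A3F were seeded, incubated overnight at 37 deg C, dosed with compound, incubated overnight again at 37 deg C. Yellow fluorescence (Ex 488/Em 500-530) reported blocked Vif-mediated A3F-eYFP degradation.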
LDHA block – inhibitors of human lactate dehydrogenase A; P00338; AID 1347041; purified LDHA, NADH/diaphorase-resazurin fluorescence; hits give low values; 0.15% of 480,000 active; activity change, % (values are at about 110 or 230 µM); in the data active = activity change below about -30%;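 also: plate controls were DMSO wells for no effect and wells without enzyme for full effect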
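Human LDH5 at 2 nM final in Tris HCl pH 7.4 with 0.06 mM NADH and 0.2 mM pyruvate, reacted 5 minutes at room temperature. Remaining NADH coupled via diaphorase/resazurin; resorufin fluorescence read at 0 and 20 minutes, normalized to enzyme-free and DMSO wells.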
RXFP1 agonist – activates the human relaxin receptor RXFP1; HEK293T-RXFP1 cAMP TR-FRET, 30 min; response scale: percent of porcine relaxin response, buffer zero; Potency, µM (titrated, usually from 57.5 µM), for the others: at the highest dose activation, actives largely listed as activators; 0.3% of 370,000 active; AID 2676; also: potency is read from the fitted curve at half-maximal effect; % is scaled to controls: 0 for no effect and ±100 for the full control effect; nearly all actives have a fitted effect of over 60% in size; many of its hits are not listed in these tables
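HEK293 cells stably expressing RXFP1, treated 30 min at 37C with compounds plus PDE4 inhibitor Ro 20174; cAMP measured by HTRF TR-FRET. Normalized to buffer and 29 nM porcine relaxin; EC50 by Hill fit.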
* marks the source's active call; other numbers are inactive results; x = not tested or not shown. Unless noted, calls follow the shape of the dose curve; as a rule, active = well fitted curve in the direction sought with a large enough effect; inconclusive = small, poorly fitted or top-dose-only effect, or another doubt; inactive = no such curve, though single readings can be large; an effect the other way counts as inactive or inconclusive.

SMILES	D1 agonist	Glioma ERSR ind	D2 potentiator	Vif-A3G inh	D1 potentiator	D1 antagonist	Vif-APOBEC3F blk	LDHA block	RXFP1 agonist
COc1cc(OC)c2c(C)cc(=O)oc2c1C(CCN1CCOCC1)c1ccc2c(c1)OCO2 (centres undefined)	10.9	-2.4%	-17.5	0.4%	-8.8	-67.6*	2.6%	0.6	2.1%
O=C(CSc1ccsc1[N+](=O)[O-])NCc1ccccc1	7.0	0.9%	-3.5	0.5%	1.6	-2.0	9.4%	-5.0	-0.3%
O=C(NCCN1C(=O)S/C(=C\c2cccnc2)C1=O)c1ccc(S(=O)(=O)N2CCCC2)cc1	1.1	4.1%	3.3	2.7%	-1.4	4.4	6.8%	0.4	0.0%
O=C(Nc1cccnc1)c1ccc(COCC(F)(F)F)cc1	1.9	2.5%	-7.0	0.3%	-1.1	-7.1	2.2%	-1.7	0.1%
Cc1ccc(S(=O)(=O)Nc2ccc3c(c2)CC(=O)N([C@H](C)CO)C[C@@H](C)[C@H](CN(C)S(=O)(=O)c2ccccc2)O3)cc1	x	1.1%	x	-12.1%	x	x	2.2%	-14.0	x
Cc1cc(C)cc(C(=O)NCC(=O)OCC(=O)N(C)c2ccccc2)c1	1.9	-8.9%	-1.8	-0.3%	-7.1	-1.2	7.4%	-3.4	-0.2%
O=C(CCNC(=O)c1ccc([N+](=O)[O-])cc1)Nc1nc2ccccc2[nH]1	3.4	2.2%	0.5	0.0%	6.0	4.2	2.0%	-0.5	-0.5%
COc1cc(NC(=O)c2ccc(Cl)cc2)c(Cl)cc1NC(=O)c1cccnc1	6.1	-5.0%	6.4	1.3%	-0.8	4.5	-2.3%	-15.1	-0.7%
CCC1=NN2C(=N)/C(=C\c3ccc(OCc4cc(=O)n5nc(CC)sc5n4)c(OC)c3)C(=O)N=C2S1	3.0	-3.4%	-0.2	-8.6%	-1.3	-5.7	2.2%	-2.4	4.2%
CCOC(=O)c1c(CN2CCN(C)CC2)oc2ccc(OC)cc12	10.9	-2.4%	-0.4	-1.9%	7.0	-8.0	0.8%	-2.5	1.3%
Cc1cc2c(c(SCC(N)=O)n1)C(=O)OC2	4.1	-3.3%	-5.5	-1.7%	-3.5	-6.1	-21.5%	-6.4	1.6%
C/C(=N\N1CCN(Cc2ccc(C)cc2)CC1)c1ccco1	5.0	7.8%	-12.4	0.4%	3.0	5.7	-4.9%	-11.2	4.8%
O=C(Cn1c(=S)[nH]c2ccccc2c1=O)N1CCN(c2ccc(F)cc2)CC1	5.1	-3.8%	1.8	0.8%	-9.6	-14.7	13.2%	-0.4	7.8%
COC(=O)COc1cccc(NC(=O)c2ccc(C)cc2)c1	1.8	-4.6%	-9.2	0.4%	-5.2	-7.9	10.0%	-7.2	4.1%
CC(=O)c1c(C)[nH]c(C(=O)OCC(=O)Nc2ccc([N+](=O)[O-])cc2Cl)c1C	8.3	-6.7%	11.0	-1.3%	-0.3	-2.7	-5.7%	-6.9	1.7%
CC[C@H](C)[C@H](NC(N)=O)C(=O)NNC(=O)c1ccc(COc2cccc3cccnc23)cc1	1.4	2.0%	-1.0	-1.8%	-2.9	7.5	-4.0%	11.6	5.0%
O=C(CN1C(=O)c2ccccc2S1(=O)=O)NCCSc1ccccc1	-0.9	-1.3%	10.5	-3.3%	-0.9	-1.4	x	-0.5	1.3%
Cc1ccc(N2N=C(c3ccc(Br)cc3)CCC2=O)cc1	2.7	-0.8%	x	-2.0%	-1.4	-2.2	-9.4%	-1.6	-1.5%
O=S(=O)(NCCc1csc(-c2ccc(F)cc2)n1)c1ccc(Cl)cc1	3.5	-1.3%	13.4	0.4%	1.3	-3.1	1.2%	0.3	9.7%
Cc1nc(N2CCOCC2)nc(OC(C)C)c1[N+](=O)[O-]	2.8	-3.1%	x	-8.1%	-9.8	-1.7	2.4%	-4.6	1.2%
O=S(=O)(Nc1ccc(S(=O)(=O)Nc2nccs2)cc1)c1ccc2c(c1)OCCO2	-0.2	-7.6%	-3.3	10.3%	0.7	x	-12.9%	-4.8	-1.4%
CCOC(=O)CSc1nc2sc3c(c2c(=O)n1-c1ccc(OCC)cc1)CCN(C)C3	30.1*	-3.1%	3.5	0.0%	-8.3	6.0	-4.3%	-7.3	0.0%
CC(C)(C)C(=O)N1CCN(c2nc3ccccc3s2)CC1	1.3	-3.2%	-1.9	0.8%	-2.2	0.9	1.9%	-2.7	4.6%
COc1ccc(OCC(O)CN2CCNCC2)cc1 (centres undefined)	1.8	-6.0%	6.2	-0.2%	9.2	4.9	-8.2%	-6.9	0.0%
COc1ccccc1NS(=O)(=O)c1cc(N)ccc1N1CCCC1	x	-7.6%	x	-1.9%	x	x	0.4%	5.4	x
COCCCN(C(=O)CCOc1ccc(C(C)(C)C)cc1)c1c(N)n(Cc2ccccc2)c(=O)[nH]c1=O	5.6	-2.3%	-4.5	2.7%	-2.8	10.7	3.5%	-8.6	-0.1%
COc1ccc(-c2nn(-c3ccccc3)cc2C(=O)n2nnc3ccccc32)cc1	1.1	-2.9%	2.5	-0.7%	-8.8	5.9	-3.1%	-2.4	5.6%
Nc1nc(SCC(=O)Nc2ccc(C(F)(F)F)cc2)[nH]c(=O)c1NC(=O)c1ccc(F)c(F)c1	3.9	-4.6%	12.0	2.6%	-5.7	2.8	8.6%	-8.1	1.8%
CCN(N=O)c1ccc(C=C2C=Cc3ccccc32)cc1	x	0.9%	x	-4.5%	x	x	-1.8%	11.0	x
COc1cccc(CN2CCNC(=O)C2CC(=O)NCCc2nc(C)c(C)s2)c1OC (centres undefined)	2.1	-3.3%	7.0	2.4%	0.0	2.2	2.8%	2.7	3.7%
COC(CN(C)C(C(=O)NC1CCCCC1)c1ccccc1)OC (centres undefined)	1.8	-3.4%	2.4	-2.9%	-3.6	-5.0	6.0%	-1.2	1.2%
COC(CNC(=O)Cn1ncc2ccsc2c1=O)OC	-0.9	-5.6%	-1.3	-0.4%	-0.7	1.8	-7.7%	-8.4	1.6%
CCCCc1cc(=O)oc2cc(C)cc(OCC(=O)NC(Cc3ccc(Cl)cc3)C(=O)O)c12 (centres undefined)	2.1	-1.1%	6.9	-0.3%	4.3	-13.9	7.8%	3.1	0.9%
CCN1C(=O)CC(C(=O)Nc2ccc(F)cc2)SC1=Nc1cccc(OC)c1 (centres undefined)	1.3	-3.2%	-2.2	-9.7%	-0.4	-13.5	2.9%	5.2	4.1%
Cc1ccc(C(OCC(O)CNCc2ccc(F)cc2)c2ccccc2)cc1 (centres undefined)	66.5*	-14.2%	8.0	-9.1%	31.4*	4.2	1.8%	-6.2	0.1%
COc1ccc(/C(N)=N/OC(=O)c2ccc(Br)o2)cc1	-0.1	2.8%	-3.6	-0.7%	x	-7.7	-5.7%	-7.7	1.9%
O=c1oc2ccccc2n1Cc1ccccc1F	1.5	2.3%	3.9	2.4%	-6.5	-3.5	-5.4%	-2.3	0.9%
NC(CO)C12CC3CC(CC(C3)C1)C2 (centres undefined)	3.0	-3.5%	-9.7	3.4%	8.1	-1.2	6.6%	0.2	-2.4%
CCOc1ccc(N2CC(C(=O)Nc3ccc(OC)c(S(=O)(=O)N4CCCCC4)c3)CC2=O)cc1 (centres undefined)	-2.0	1.0%	4.7	0.1%	-4.8	22.0	-9.8%	-5.9	1.0%
O=C1C2C3C=CC(C3)C2C(=O)N1c1ccc2ccccc2n1 (centres undefined)	-2.8	-2.1%	7.7	0.1%	-6.2	9.5	x	-7.3	0.4%

Marked active in D1 antagonist (from the list above):
molecule	D1 agonist	Glioma ERSR ind	D2 potentiator	D1 potentiator	D1 antagonist
COc1cc(OC)c2c(C)cc(=O)oc2c1C(CCN1CCOCC1)c1ccc2c(c1)OCO2 (centres undefined)	10.9	-2.4%	-17.5	-8.8	-67.6*

(more compounds)
SMILES	D1 agonist	Glioma ERSR ind	D2 potentiator	Vif-A3G inh	D1 potentiator	D1 antagonist	Vif-APOBEC3F blk	LDHA block	RXFP1 agonist
Cc1ccccc1C(=O)NCC(=O)NNC(=O)CCN1CCN(c2ccccc2)CC1	1.9	-1.4%	-18.7	-0.9%	-3.6	-26.6	-6.3%	-3.7	2.7%
CN1C(=S)SC2CS(=O)(=O)CC21C (centres undefined)	1.3	0.8%	1.5	-0.7%	4.1	7.6	-4.5%	-4.4	0.1%
Cc1ccccc1CSc1nc2c(sc3ccccc32)c(=O)n1CCCC(=O)NCCCOC(C)C	7.4	-2.9%	2.3	1.1%	-5.5	-40.2*	0.5%	-2.5	6.1%
Cc1cc(C)nc(SCc2nnc(SCC(=O)Nc3nc(-c4ccccc4)cs3)n2C)n1	15.2	1.3%	4.7	-6.1%	-0.6	24.1	-6.8%	-2.7	1.8%
COc1cc(/C=N/O)cc(Br)c1OS(=O)(=O)c1ccc(C)cc1	5.5	-10.6%	-3.1	-8.6%	-2.6	-8.3	-1.2%	-10.1	0.0%
CCOC(=O)CSC1=Nc2ccccc2C2=NC(CC(=O)NCc3ccccc3)C(=O)N12 (centres undefined)	3.0	-1.5%	6.8	-4.5%	-2.3	-0.5	-11.6%	-1.3	4.2%
Cc1ccc(N2CC(NS(=O)(=O)c3cccs3)CC2=O)cc1 (centres undefined)	3.7	-1.6%	1.5	-4.1%	-2.5	5.5	2.1%	-3.3	1.4%
O=C(CSc1nnc(Cc2ccc(Cl)cc2)o1)Nc1ccccc1	1.7	-4.1%	-9.3	-1.3%	-4.3	x	1.1%	0.6	-0.1%

Limited to D1 antagonist and D1 potentiator, for 5 of the compounds above:
Structure | D1 antagonist | D1 potentiator
CN1C(=S)SC2CS(=O)(=O)CC21C (centres undefined) | 7.6 | 4.1
Cc1ccccc1CSc1nc2c(sc3ccccc32)c(=O)n1CCCC(=O)NCCCOC(C)C | -40.2* | -5.5
Cc1cc(C)nc(SCc2nnc(SCC(=O)Nc3nc(-c4ccccc4)cs3)n2C)n1 | 24.1 | -0.6
COc1cc(/C=N/O)cc(Br)c1OS(=O)(=O)c1ccc(C)cc1 | -8.3 | -2.6
CCOC(=O)CSC1=Nc2ccccc2C2=NC(CC(=O)NCc3ccccc3)C(=O)N12 (centres undefined) | -0.5 | -2.3

A portion of the library (hit frequency here may not be typical).
